Source: PubChem BioAssay (Broad Institute)
EWS-Fli block: EWS/Fli transcriptional activity inhibition | AID 651661 | 350,000 compounds, 0.67% hits | inhibition, % at 12.6 µM | A673 NR0B1-luciferase reporter, viability-normalised;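 active = mean inhibition of at least 50% after viability correction, with every replicate also passing that limit; inconclusive = mean reaches 50% but only one of two replicates passes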;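 note: firefly luciferase signal divided by Alamar Blue viability fluorescence both relative to DMSO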
XiGFP reactiv: reactivates the inactive X chromosome in mouse fibroblasts | activation, % at 7.58 µM | 360,000 compounds, 0.055% hits | AID 743238 | XiGFP mouse fibroblasts, % GFP-positive cells imaging, 3 d; cells co-treated with 5-aza-dC sensitizer; scaled so ellipticine positive control = 100%;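 active = mean normalized replicate activation at least 10% and every replicate at or above 10%; inconclusive = only one of the two criteria met; inactive = mean below 10% and not all replicates reach 10%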;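 note: 0% = median of on-plate neutral control wells and 100% = ellipticine 6 µM median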
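Assay system: SV40-immortalized XiGFP fibroblast cells, line 68-5-11; buffer or medium: DMEM plus 5-aza-dC sensitizer; compound: one concentration, pinned; timing: compounds 3 days, fix/stain 15 min at room temperature; benchmarks: positive control ellipticine, 6 µM final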
esBAF inh: blocks esBAF chromatin remodeling in mouse ES cells | Bmi1-luciferase knock-in reporter, 24 h; 100% = twice the neutral-well signal | reporter increase, % at 12.5 µM | 350,000 compounds, 2% hits | AID 602393; in the data active = activation above about 40%; inconclusive = no clear call, values can overlap the other calls;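 note: 0% = median of the plate's neutral control wells and 100% = double that signal; a rise in the Bmi1 reporter signal indicates esBAF inhibition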
E-selectin induc: induces E-selectin expression in human endothelial cells | AID 686992 | HUVEC E-selectin immunofluorescence imaging; normalized: neutral wells 0, TNF-alpha wells 100 | activation, % at 7.58 µM | 260,000 compounds, 0.37% hits;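 active = mean E-selectin-positive cell signal at least 10% of the positive control, reached in at least 60% of replicates, without over 20% cell loss; inconclusive = no rule given, readout overlaps actives, possibly toxicity-flagged; inactive = the rest, including those meeting only one limit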;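 note: in these data hits start at about 27%; measured in HUVEC primary endothelial cells; signal is the percent of cells scored E-selectin positive by PE staining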
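System: HUVEC / Compound: single concentration / Signal: immunofluorescence imaging / Read-out: percent E-selectin-positive cells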
S100A4 MyoIIA: inhibitors of human S100A4 binding to myosin IIA peptide; P26447; S100A4/TAMRA-MyoIIA peptide fluorescence polarization; inhibition, % at 10.7 µM; 360,000 compounds, 0.14% hits; AID 652163;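 active = mean inhibition of at least 70% across replicates, with every replicate also reaching that level; inconclusive = mean inhibition reaches 70% but some replicates fall short; inactive = mean inhibition below 70%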
Target sequence (P26447 whole entry, looked up): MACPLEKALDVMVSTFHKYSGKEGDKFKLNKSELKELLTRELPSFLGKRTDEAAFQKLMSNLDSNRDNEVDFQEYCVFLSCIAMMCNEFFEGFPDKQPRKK
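Material: human S100A4 monomer with TAMRA-labelled myosin IIA peptide; buffer or medium: HEPES pH 7.2 with CaCl2, KCl, NaCl, DTT, Triton; compound dosing: one concentration per compound; schedule: 5 min incubation before reading; benchmarks: neutral control DMSO, positive control TFP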
RAD52 anneal inh: blocks human RAD52 DNA annealing; P43351; recombinant RAD52 DNA annealing, FRET fluorescence; inhibition, % at 18.7 µM; 360,000 compounds, 0.46% hits;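 active = every replicate showing at least 50% inhibition; inconclusive = mean inhibition at least 50% but not in every replicate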
Target sequence (P43351 whole entry, looked up): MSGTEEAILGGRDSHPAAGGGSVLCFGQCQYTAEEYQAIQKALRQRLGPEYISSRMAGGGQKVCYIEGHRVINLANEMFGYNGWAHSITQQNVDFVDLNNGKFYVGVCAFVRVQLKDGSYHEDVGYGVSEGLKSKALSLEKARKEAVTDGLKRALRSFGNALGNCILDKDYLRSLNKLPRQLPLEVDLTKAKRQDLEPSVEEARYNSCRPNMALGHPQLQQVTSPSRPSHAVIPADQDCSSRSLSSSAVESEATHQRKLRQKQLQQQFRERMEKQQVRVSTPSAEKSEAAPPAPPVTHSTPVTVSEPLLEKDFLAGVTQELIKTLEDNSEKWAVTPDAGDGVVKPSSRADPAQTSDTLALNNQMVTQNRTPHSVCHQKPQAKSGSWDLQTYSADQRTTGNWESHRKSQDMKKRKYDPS
FN deposition inh: fibronectin deposition inhibition. inhibition, % at 12.6 µM. 350,000 compounds, 0.086% hits. AH1F fibroblasts, Alexa488-fibronectin deposition fluorescence, overnight;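 active = mean inhibition across replicates of 30% or more, regardless of how many single replicates reach that level; inconclusive = mean under 30% yet at least half of replicates reach 30%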;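 note: positive control wells lacked labelled fibronectin entirely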
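Test system: AH1F fibroblast monolayer depositing Alexa488-labelled fibronectin into matrix. Input: 10000 cells per well. Technique: fluorescence, ex 485 nm, em 525 nm. Buffer or medium: DMEM plus 2% serum, read in PBS. Timing: 1 h cell adhesion before compound, then overnight fibronectin incubation. Compound: single dose, pinned. Read-out basis: inhibition from reduced deposited-fibronectin fluorescence.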
RAD54 inh: blocks human RAD54 Holliday junction branch migration; Q92698; FAM/BHQ fluorescence; inhibition, % at 10.4 µM; 360,000 compounds, 0.14% hits; AID 602329;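 active = mean normalized replicate activity at least 40 and at least half of replicates scoring 40 or more; inconclusive = only one of the two criteria met; inactive = mean below 40 and under half of replicates reaching 40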;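 note: 0% = median of neutral control wells and 100% = median of positive control wells; inhibitors cause a drop in the FAM fluorescence signal; in these data hits start at about 50%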
* = called active by the depositor; u = inconclusive; x = not tested or not shown.

SMILES	EWS-Fli block	XiGFP reactiv	esBAF inh	E-selectin induc	S100A4 MyoIIA	RAD52 anneal inh	FN deposition inh	RAD54 inh
Cc1nc(SCC(=O)NCc2cccs2)nc(C)c1C	3	0.1	x	x	5	-7	3	x
Cc1ccc(C(=O)Oc2ccc(C(=S)N3CCOCC3)cc2)cc1	13	0.3	-6	x	-4	-14	3	2
Cc1cccc(NC(=S)/N=C(\N)Nc2nc(C)c3cc(C)ccc3n2)c1	-1	0.0	4	x	1	-16	0	4
Cc1ccc(-c2cc(C(=O)NNC(=O)c3csc(N4CCOCC4)n3)c3ccccc3n2)cc1	-13	0.0	8	-0.1	-1	-14	6	6
N/C(=N\OC(=O)CCCN1C(=O)c2ccccc2C1=O)c1ccccn1	-6	0.0	x	x	-5	-1	x	x
O=C(Nc1ccc(-c2noc(-c3ccccc3F)n2)cc1)c1cccs1	x	0.0	32	x	x	x	8	6
O=C(C[C@@H]1C[C@H]2c3cc(NC(=O)CC4CC4)ccc3O[C@H]2[C@H](CO)O1)NCc1ccncc1	0	0.2	4	0.5	-2	-16	x	10
CO[C@@H]1CN(C)C(=O)c2cc(NC(=O)c3ccccc3)ccc2OC[C@@H](C)N(C(=O)C2CC2)C[C@@H]1C	8	0.5	5	0.0	-7	-2	7	-4
COc1ccccc1NC(=O)CSc1n[nH]c(Cc2ccccc2)n1	x	-0.2	-1	0.0	-1	-11	-1	-1
O=C(CSc1nnc2ccc(-c3cccnc3)nn12)Nc1ccccc1F	0	0.2	1	x	0	-30	1	-10
COc1ccc(S(=O)(=O)N(C)C[C@@H]2OCCCC[C@H](C)Oc3ccc(NC(=O)c4ccccc4)cc3C(=O)N([C@@H](C)CO)C[C@H]2C)cc1	8	-0.9	-5	-0.2	45	-50	x	-9
COc1ccc([N+](=O)[O-])cc1NC(=O)COC(=O)C=C(C)C	-1	0.3	x	-0.2	1	-15	8	x
CCn1c(SC(C)C(=O)Nc2ccc3c(c2)OCCO3)nnc1C1CC1 (stereo not given)	-16	0.0	11	1.2	1	-5	-12	-5
CO[C@H](CN(C)S(=O)(=O)c1cccc(Cl)c1)[C@@H](C)CN([C@H](C)CO)S(=O)(=O)c1cccc(Cl)c1	29	-0.1	-8	-0.1	-7	5	2	-5
Cc1cccc(C)c1NC(=S)N(CCc1ccncc1)C(C)C	10	-0.1	x	4.4	0	-13	7	x
O=C(N/C(=C\c1ccco1)C(=O)N1CCOCC1)c1ccco1	5	0.0	1	1.3	6	-36	-8	-5
C[C@@H]1CN([C@@H](C)CO)C(=O)c2cc(-c3cccc(C(=O)N(C)C)c3)cnc2O[C@H]1CN(C)S(=O)(=O)c1cccc(F)c1	-22	1.1	2	-0.3	11	-1	x	-12
CCOC(=O)C1CCCN(C(=O)CSc2nnc3nc(C)cc(C)n23)C1 (stereo not given)	-6	0.0	-7	-0.5	-6	-19	-5	-11
CO[C@@H]1CN(C)C(=O)c2ccc(NC(=O)c3cc(C)on3)cc2OC[C@@H](C)N(C)C[C@H]1C	x	0.3	x	-0.2	4	-8	9	x
Cc1ccc(N2C(=O)c3ccccc3C2Nc2ccc(S(=O)(=O)N3CCCCC3)cc2)nc1 (stereo not given)	1	0.0	16	0.4	-4	-19	2	-4
CN(C)C(=O)c1ccc(-c2ccc([C@@H]3[C@H](CO)N4CCCCN(Cc5ccncc5)C[C@@H]34)cc2)cc1	-19	0.3	13	-0.1	14	3	x	-8
C[C@@H]1CN([C@@H](C)CO)C(=O)CCCn2cc(nn2)CO[C@@H]1CN(C)C(=O)Nc1ccc(C(C)(C)C)cc1	-1	-0.4	14	0.3	x	x	-16	x
Cc1ccc(S(=O)(=O)N2C[C@H]3[C@H]4C(=O)N(C5CCCCC5)C(=O)[C@H]4CC(=O)[C@H]3[C@@H]2c2ccccc2F)cc1	-7	x	-2	u	0	-7	-2	5
CCCNC(=O)C[C@H]1C[C@@H]2c3cc(NS(C)(=O)=O)ccc3O[C@@H]2[C@@H](CO)O1	-5	0.0	2	0.2	-20	-2	-7	0
O=C1NC[C@H](Cc2ccccc2)N(CC2CCN(CCCC3CCCC3)CC2)C1=O	0	0.1	4	1.6	1	-3	-3	1
CCN(CC)CCC(=O)c1ccc(F)cc1	-8	0.0	x	4.6	3	-9	0	x
C[C@@H]1CN([C@@H](C)CO)C(=O)Cc2cc(NC(=O)Nc3ccccc3)ccc2O[C@@H]1CN(C)S(=O)(=O)c1ccc(Cl)cc1	12	0.8	-1	0.3	3	-4	x	9
C[C@H](CO)N1C[C@H](C)[C@@H](CN(C)Cc2ccc(Oc3ccccc3)cc2)Oc2ccc(NS(=O)(=O)c3cn(C)cn3)cc2C1=O	-1	0.2	2	1.1	2	18	x	5
COc1ccc(OC)c(S(=O)(=O)N2CCC(C(=O)NCc3ccncc3)CC2)c1	2	0.1	-4	x	-18	-18	-3	0
Cc1ccc(-c2c(C)sc3ncn(CC(=O)N4CCOCC4)c(=O)c23)cc1C	5	-0.6	-2	x	2	-7	-5	x
CC1CC(=O)N(CC(=O)Nc2ccc(F)cc2)c2ccccc2S1(=O)=O (stereo not given)	4	0.0	-2	x	-11	-4	10	-5
Cc1nc(SCC(=O)O)n[nH]1	-66	0.0	x	4.3	1	-9	1	x
Cc1cnc(NC(=O)C2CC=CCC2)s1 (stereo not given)	-1	0.0	-16	1.1	-1	-6	-1	0
C[C@@H]1CN([C@H](C)CO)C(=O)CCCn2cc(nn2)CO[C@H]1CN(C)Cc1ccc(Cl)c(Cl)c1	-6	-0.1	4	-0.1	2	-14	-3	-12
Cc1ccccc1NC(=O)C1CCN(S(=O)(=O)c2cccs2)CC1	11	0.0	-5	0.0	5	-6	25	6
N#CCC(=O)NC1CCC(CC2CCC(NC(=O)CC#N)CC2)CC1 (stereo not given)	x	0.1	x	0.6	-3	-18	x	7
Cc1ccc(CN2C(=O)c3ccccc3C2c2nnnn2-c2c(C)cccc2C)cc1 (stereo not given)	-14	0.1	x	-4.5	-3	-10	-3	x
C=CCOc1c2ccc(C(=O)NC3CCCc4ccccc43)cc2nn1C (stereo not given)	15	0.0	6	-0.1	3	-9	-1	-1
C[C@H](NC(=O)C[C@@H]1C=C[C@@H](NC(=O)Nc2ccc3c(c2)OCO3)[C@@H](CO)O1)c1ccccc1	4	0.2	x	0.3	11	1	2	x
O=Cc1ccc(OC(=O)c2cccnc2)cc1	0	0.0	-2	1.0	0	-2	-4	11
CCNC(=O)C1(C)CCCN(Cc2csc(-c3ccc(Cl)cc3)n2)C1 (stereo not given)	-15	0.7	6	-0.4	-21	7	-6	-5
Cc1noc(C)c1NC(=O)Nc1ccc2c(c1)C(=O)N([C@H](C)CO)C[C@@H](C)[C@@H](CN(C)S(=O)(=O)c1ccc(Cl)cc1)OCCCC[C@H](C)O2	x	0.1	-1	0.1	108*	-18	0	-2
CCN(c1ccc(NC(=O)c2ccc(N3CCCC3=O)cc2)cc1)C(C)C	7	0.1	2	4.3	-3	-6	-8	-12
Cc1ccc2c(NC(=S)NC(=O)c3ccccc3)cccc2n1	x	0.0	-2	0.9	2	-4	-14	1
C[C@@H]1CN([C@@H](C)CO)C(=O)c2cc(NC(=O)CCC(F)(F)F)ccc2O[C@H]1CN(C)Cc1ccc2c(c1)OCO2	3	0.2	-1	0.2	-12	-3	5	1
CC(/C=N/NC(=O)c1nnn(-c2nonc2N)c1CN1CCCCC1)c1ccccc1 (stereo not given)	0	0.0	9	-0.1	0	-36	0	2
CCCc1nc2oc3c(OCC)ncnc3c2c2c1COC(C)(C)C2	2	x	-16	x	0	-6	x	1
CCOC(=O)[C@H]1[C@H]2COc3ccc(Cl)cc3[C@@H]2N2C(=O)c3ccccc3NC(=O)[C@@]12C	0	0.0	5	0.0	0	-2	0	-8
NC(=O)CSc1ncnc2c1nnn2Cc1ccc(F)cc1	4	-0.1	x	-0.2	29	10	11	x
O=C1CCCCC/C1=N/Nc1ccc(OCc2ccccc2)cc1	-44	0.2	x	0.7	-12	-11	4	8

In the list so far, two contain an NH in an aromatic ring.
SMILES	EWS-Fli block	XiGFP reactiv	esBAF inh	E-selectin induc	S100A4 MyoIIA	RAD52 anneal inh	FN deposition inh	RAD54 inh
COc1ccccc1NC(=O)CSc1n[nH]c(Cc2ccccc2)n1	x	-0.2	-1	0.0	-1	-11	-1	-1
Cc1nc(SCC(=O)O)n[nH]1	-66	0.0	x	4.3	1	-9	1	x

Further results:
SMILES	EWS-Fli block	XiGFP reactiv	esBAF inh	E-selectin induc	S100A4 MyoIIA	RAD52 anneal inh	FN deposition inh	RAD54 inh
COC(=O)c1ccc2nc(-c3ccc(F)cc3)c(Cc3cccc(Cl)c3)n2c1	14	0.2	x	0.0	-3	-44	-2	x
COc1ccc(CN(CCC(c2ccco2)C(C)C)C(C)=O)cc1OC (stereo not given)	5	0.2	-2	5.2	2	-13	-1	-7
CO[C@@H]1CN(C)C(=O)c2ccc(NS(=O)(=O)c3ccccc3C)cc2OC[C@@H](C)NC[C@H]1C	9	-0.3	-2	0.0	-36	2	-15	-9
N#C/C(=C(/O)c1ccc(Cl)cc1)c1nc2ccccc2[nH]1	-30	0.1	10	0.6	-7	-9	-1	11
O=C(CSc1nnnn1-c1ccc2c(c1)CCC2)NCc1cccs1	-3	x	-8	x	-1	-4	x	1
C[C@@H]1CCCCO[C@H](CN(C)CC2CCCCC2)[C@@H](C)CN([C@H](C)CO)C(=O)c2cc(NC(=O)NC3CCCCC3)ccc2O1	-11	0.0	-1	-0.1	x	x	-5	5
O=C(CSc1nc(-c2ccco2)cc(C(F)(F)F)n1)NCC1CCCO1 (stereo not given)	9	x	1	x	-8	-9	x	-8
Cc1ccc(CN2CCN(Cc3cn(C)nc3C)CC2CCO)o1 (stereo not given)	8	0.5	x	1.6	2	-15	0	x
CC(/C=C\C=C\c1ccccc1)=N\NC(=O)c1cncc(Br)c1	20	0.0	x	x	-1	-38	x	x
O=C(CSc1nc(C2CC2)n(-c2ccccc2)n1)NCc1ccco1	-3	0.0	-6	x	-5	-25	8	-1
CCOc1ccc(NCCC(O)c2ccc(F)cc2)cc1 (stereo not given)	-5	0.0	-6	-0.2	-12	-5	-2	-5
COc1ccc(NC(=O)C2CCCN(c3nccc(C)n3)C2)cc1 (stereo not given)	24	-0.1	x	0.8	8	-17	-4	x
COc1ccccc1-n1cc(CN2CCN(CC(C)C)C(CCO)C2)cn1 (stereo not given)	10	0.0	-6	x	0	-3	x	-6
O=C(CNC(=O)c1ccccc1Br)N/N=C/c1cc(Br)ccc1O	14	-0.2	-3	x	0	-6	11	-3
